Bioassay records from PubChem BioAssay.
LANA DNA inh: blocks KSHV LANA C-terminal domain binding to DNA; MBP-C-LANA/FAM-LBS DNA binding, fluorescence polarization; inhibition, % at 9 µM; 340,000 tested, 0.078% active;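 active means highest replicate inhibition at or above 60% at 9 µM, even if other replicates fall short; inactive means all replicates below 60% inhibition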;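 further: 0% = neutral control wells and 100% = 4 µM acridine orange control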
RTF Ca sens act: cardiac RTF calcium sensitization. P19429+P45379. IANBD-labeled TnC RTF fluorescence at EC20 calcium; 0% EC20 calcium, 100% full calcium. activation, % at 7.2 µM. 340,000 tested, 0.24% active;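 active means activation above the mean over all tested compounds plus 3 SD, cut at about 30% in these data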;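 further: rise in fluorescence read as greater calcium sensitivity of cardiac thin filaments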
RTF Ca sens inh: cardiac RTF calcium desensitization; P19429+P45379; 340,000 tested, 0.12% active; IANBD-labeled cardiac RTF, Ca2+ fluorescence; inhibition, % at 7.15 µM; AID 493244;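 active means inhibition above the mean inhibition of all tested compounds plus 3 SD, cut at about 17% in these data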;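 further: assay run at fixed EC70 calcium of 1.6 mM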
Pemphigus Ab inh: blocks pemphigus antibody binding to human desmoglein-3; DSG3-coupled beads, scFv-anti-DSG3-GFP binding, flow cytometry; hits give low values; binding (percent of control), % at 10 µM; AID 588358; 310,000 tested, 0.48% active; P32926;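 active means binding more than 3 SD below its plate's average and above zero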;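 further: hits lower antibody fragment binding to DSG3; some compounds called inactive have numbers as strong as hits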
Arrestin-AP2 inh: human beta-arrestin and AP2 interaction inhibition; FITC-arrestin peptide / GST-AP2 beads, flow cytometry; AP2 beta2 appendage carries R879A mutation; inhibition, % at 10 µM; 340,000 tested, 0.31% active; AID 504490;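 active means inhibition above a set limit, near 3 SD of compounds lacking own fluorescence, cut at about 54% in these data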;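 further: plate controls were DMSO wells for no effect and 5 µM unlabelled arrestin peptide for full effect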
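System: GST-AP2 R879A glutathione beads. Medium: PBS with 0.05% Tween 20 and 0.1% BSA. Also added: FITC-arrestin peptide, 50 nM. Incubation: 12 min plus 1 h, RT. Measured by: high-throughput flow cytometry of beads, ex 488, em 535 nm. Evaluation: percent drop in bead-associated FITC signal.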
Wnt bcat act: activates Wnt/beta-catenin signaling in a reporter cell assay | activation, % at 9.35 µM | 300,000 tested, 1.2% active | activator, plate reader | AID 743398; in the data active means activation above about 30%, passing the limit was not always enough;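 further: 0% = neutral control wells and 100% = positive control wells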
Keap1 Nrf2 FP: disrupts human Keap1 binding to Nrf2 peptide | Q14145 | 340,000 tested, 0.15% active | inhibition, % at 9.4 µM | Keap1 Kelch-Nrf2 peptide fluorescence polarization, 1536-well; in the data active means inhibition above about 12%;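 further: human Keap1 Kelch domain with fluorescein labeled Nrf2 9mer peptide probe; 0% = neutral control wells and 100% = peptide positive control; higher means more block of Keap1 binding to Nrf2 peptide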
MOR-DOR ag: OPRM1-OPRD1 heterodimerization agonism. cells, luminescence. 340,000 tested, 0.3% active. P35372+P41143. AID 504326. activation, % at 9.3 µM; in the data active means activation above about 18%;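 further: 0% = vehicle-treated cells and 100% = reference agonist; values of inactives mirror those of a sister screen read the other way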
Target sequence (P35372 whole entry, looked up): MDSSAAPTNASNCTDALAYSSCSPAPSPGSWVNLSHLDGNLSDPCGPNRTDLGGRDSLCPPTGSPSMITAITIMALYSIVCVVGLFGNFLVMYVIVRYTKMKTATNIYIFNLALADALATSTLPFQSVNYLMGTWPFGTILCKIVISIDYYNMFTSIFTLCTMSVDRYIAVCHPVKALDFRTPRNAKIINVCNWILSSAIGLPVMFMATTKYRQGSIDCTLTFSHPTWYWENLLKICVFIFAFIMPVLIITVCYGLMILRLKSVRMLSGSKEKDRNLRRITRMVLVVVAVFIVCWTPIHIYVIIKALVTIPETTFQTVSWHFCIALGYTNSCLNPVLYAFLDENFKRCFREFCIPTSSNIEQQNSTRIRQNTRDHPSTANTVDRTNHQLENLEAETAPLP
Target sequence (P41143 whole entry, looked up): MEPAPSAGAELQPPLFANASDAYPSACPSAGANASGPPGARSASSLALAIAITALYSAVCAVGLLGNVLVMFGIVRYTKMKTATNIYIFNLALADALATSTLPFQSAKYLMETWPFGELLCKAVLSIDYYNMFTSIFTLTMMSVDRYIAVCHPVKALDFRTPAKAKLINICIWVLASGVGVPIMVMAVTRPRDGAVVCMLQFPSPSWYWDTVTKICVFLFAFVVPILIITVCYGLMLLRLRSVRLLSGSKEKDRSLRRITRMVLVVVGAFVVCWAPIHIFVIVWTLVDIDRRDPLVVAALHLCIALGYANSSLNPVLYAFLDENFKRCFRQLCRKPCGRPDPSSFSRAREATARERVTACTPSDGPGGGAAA
V-ATPase pH: regulators of yeast V-ATPase proton transport | S. cerevisiae, pHLuorin cytosolic pH fluorescence | response, % at 10 µM | 350,000 tested, 0.37% active; in the data active means response mostly above about 7.3%, no sharp cut-off; inactive means mostly below about 5.4%; further: actives read high; inactives centre near 0; some compounds called inactive have numbers as strong as hits; reference of the scale not given here
MOR-DOR inv ag: inverse agonists of human mu-delta opioid receptor heterodimerization. inhibition, % at 9.3 µM. P35372+P41143. 340,000 tested, 0.21% active. cell-based MOR-DOR heterodimer luminescence, inverse agonism; in the data active means inhibition above about 22%, passing the limit was not always enough;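 further: 0% = cells with DMSO and 100% = wells without cells with DMSO; values of inactives mirror those of a sister screen read the other way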
* marks the source's active call; other numbers are inactive results; / = not tested or not shown.

SMILES	LANA DNA inh	RTF Ca sens act	RTF Ca sens inh	Pemphigus Ab inh	Arrestin-AP2 inh	Wnt bcat act	Keap1 Nrf2 FP	MOR-DOR ag	V-ATPase pH	MOR-DOR inv ag
CC/C(C)=N\Nc1nc(-c2cc3cc(OC)ccc3oc2=O)cs1	-0.2	-2	-1	114	6	-22	-4	-2.2	-3	12
Cc1cc(C(=O)NCCc2ccc(S(N)(=O)=O)cc2)no1	-1.1	4	-5	97	-12	-1	1	-1.4	-2	7
N#C/C(=C\c1ccc(-c2ccc([N+](=O)[O-])cc2)o1)C(=O)Nc1nc(-c2cccs2)cs1	1.8	-1	-8	75	0	-1	1	-0.2	-1	1
Cc1ccccc1NC(=S)NCc1ccc2[nH]c3c(c2c1)CCCC3	0.8	1	1	105	25	-2	1	0.7	-3	-4
CCc1cccc(NC(=O)CN(c2ccc(OC)cc2)S(=O)(=O)c2c(C)n[nH]c2C)c1	1.0	-2	0	96	31	5	-4	-3.5	1	16
O=C1CCCC2=C1C(c1ccco1)Nc1ccc(C(=O)c3ccccc3)cc1N2 (centres undefined)	-1.7	1	2	109	-10	/	-4	-0.9	-3	5
CC(=O)Oc1cccc2c1C(=O)C1CC=CC(OC(C)=O)C1C2=O (centres undefined)	-4.1	9	-5	102	-10	0	-1	-1.5	4	8
CN(Cc1ccc(Cl)cc1Cl)C(=O)CN1C(=O)NC2(CCCC2)C1=O	0.4	6	4	105	-4	-2	-5	-3.2	-1	17
CC(C)(C)Cc1nnc(NC(=O)c2ccc([N+](=O)[O-])cc2)s1	-0.3	-5	3	110	22	17	-4	-0.1	0	1
COc1ccc2c(c1)-c1nc(/N=C/c3c(O)ccc4ccccc34)sc1CC2	0.8	3	-18	107	-1	4	1	2.3	-1	-12
Cc1cc(C)cc(N2C(=O)C3CC=CCC3C2=O)c1 (centres undefined)	-0.5	5	-1	/	21	/	2	-2.4	3	14
CCN(CC)S(=O)(=O)c1ccc(/C=C/C(=O)OCC(=O)Nc2ccc(S(N)(=O)=O)cc2)cc1	-0.6	-6	14	98	-10	-4	1	-2.8	0	15
Nc1nnc(COc2ccc(Br)cc2Br)s1	0.8	-5	0	96	-4	11	-6	-1.4	-2	8
O=C(O)COc1ccccc1/C=N/NC(=O)CSc1nc2ccccc2s1	0.6	13	-16	96	0	3	-8	0.6	4	-3
O=C(CSc1ccccc1C(=O)NCc1ccccc1)NC1CCCCCCC1	-0.4	-7	7	82	4	0	0	-1.6	0	8
CC(=O)CC(C)=NCCN=C(C)CC(C)=O	0.2	-1	-7	101	-1	/	0	-2.3	1	12
CC(=O)c1cccc(Nc2nc(=O)c3cccnc3s2)c1	-0.5	-2	-1	97	32	/	0	-1.9	-2	10
Cc1ccc(NC(=O)c2cccc(S(=O)(=O)N3CCN(C)CC3)c2)cc1F	0.3	-1	-16	111	7	-2	-1	0.3	-1	-2
COc1ccc(N2C(=O)[C@H]3[C@@H](C2=O)C2c4ccccc4C=NN2[C@H]3C(=O)C(C)(C)C)cc1 (some centres undefined)	0.7	-1	4	/	8	-1	-3	-1.2	3	6
COc1ccc(/C(C)=N/NC(=O)CCC(=O)Nc2ccc(Cl)cc2Cl)c(OC)c1	-2.0	-1	-10	99	5	/	-2	1.4	3	-7
CCC(CC)NC(=O)CSc1ccc(S(=O)(=O)N2CCCCC2)cn1	1.0	-5	-10	95	4	0	1	-0.1	0	1
C/C(=N\NC(=O)c1cc2ccccc2cc1O)c1cccs1	0.7	3	-6	98	7	21	-3	-0.8	5	4
Cc1cc(NC(=O)CSc2n[nH]c(-c3ccc(Cl)cc3Cl)n2)no1	4.0	-3	0	/	13	1	-3	-3.6	3	14
Cc1cc(C)c(NC(=O)Nc2ccccc2)c(Cl)c1	2.6	-5	3	92	-1	/	4	-0.6	3	3
CC(=O)c1ccc(N(CC(=O)NCc2ccc3c(c2)OCO3)C(=O)c2csnn2)cc1	1.5	-4	-18	/	-3	3	-3	-0.6	5	4
COc1ccccc1C(=O)NCCC(=O)Nc1ccc(C)cn1	-1.1	-4	2	103	20	2	3	-2.8	1	15
CC[C@]12c3[nH]c4ccccc4c3CCN1C(=O)C(CC(=O)NC(C)(C)C)C[C@@H]2C(=O)N1CCN(C(=O)C2CC2)CC1 (some centres undefined)	-2.0	0	4	97	31	-1	0	-1.8	-3	8
Nc1cc(Cl)ccc1N1CCCC1	-1.2	0	4	91	5	-2	0	-1.4	-2	8
CC(C)N1CCC(=NNC(=O)c2ccccc2[N+](=O)[O-])CC1	-1.6	-1	-4	88	-8	-1	-5	-3.1	-1	19
COC(=O)NNC(=O)C(C)Oc1ccc(Cl)cc1Cl (centres undefined)	-2.3	6	-7	102	9	-1	0	1.1	-1	-6

Full records, quoted from the list. Screens in order: LANA DNA inh | RTF Ca sens act | RTF Ca sens inh | Pemphigus Ab inh | Arrestin-AP2 inh | Wnt bcat act | Keap1 Nrf2 FP | MOR-DOR ag | V-ATPase pH | MOR-DOR inv ag
`C/C(=N\NC(=O)c1cc2ccccc2cc1O)c1cccs1` across the screens: 0.7 | 3 | -6 | 98 | 7 | 21 | -3 | -0.8 | 5 | 4
`Cc1ccc(NC(=O)c2cccc(S(=O)(=O)N3CCN(C)CC3)c2)cc1F` across the screens: 0.3 | -1 | -16 | 111 | 7 | -2 | -1 | 0.3 | -1 | -2

Following part:
The line under a structure holds: LANA DNA inh	RTF Ca sens act	RTF Ca sens inh	Pemphigus Ab inh	Arrestin-AP2 inh	Wnt bcat act	Keap1 Nrf2 FP	MOR-DOR ag	V-ATPase pH	MOR-DOR inv ag
Cc1ccsc1C(=O)NCCc1ccco1
  0.0	0	1	/	1	-1	-6	-1.9	-2	8
CN1CCN(c2ccc(NC(=O)c3ccc(Cl)cc3)cn2)CC1
  0.0	1	2	/	50	7	-2	-0.2	0	1
Brc1ccc(CSc2ccc3nnc(-c4cccnc4)n3n2)cc1
  0.7	-1	1	95	28	11	-3	-1.0	1	5
CCOc1ccc(NC(=O)C2CCCN2S(=O)(=O)c2ccc(OCC)cc2)cc1 (centres undefined)
  0.2	3	-6	108	8	1	4	1.3	2	-10
N#CC1=C(N)Oc2n[nH]c(-c3ccccn3)c2C1c1c(F)cccc1Cl (centres undefined)
  3.1	-10	-5	88	-6	/	-4	1.1	1	-6
Cc1cc(/C=C2/SC(=O)N(CC(=O)N3CCCC3)C2=O)ccc1N1CCOCC1
  -1.0	8	-6	94	17	2	0	0.2	2	-1
Cc1cc(C)nc(SC(C(=O)O)c2ccccc2)n1 (centres undefined)
  -0.8	2	-1	/	1	-1	4	0.1	9	0
COc1ccc(-n2nc3c(N4CCC(C(=O)NCc5ccccc5)CC4)nnc(C)c3c2C)cc1
  1.9	0	-5	110	0	1	2	-4.6	-4	24
CC(C)c1cc(C(=O)NC2CCCc3c2cnn3-c2ccccc2F)no1 (centres undefined)
  -1.0	3	-8	102	3	-3	3	-2.1	2	12
CC(C)c1nnc(NC(=O)c2c(O)c3cccc4c3n(c2=O)CCC4)s1
  -1.5	0	0	93	-7	/	-1	-1.1	2	6
Cc1nnc2ccc(-c3ccc(NS(=O)(=O)c4ccccc4[N+](=O)[O-])cc3)nn12
  0.1	1	-9	/	-10	1	0	-2.7	-2	11
C/C(=N\NC(=O)c1cccc(C)c1O)c1ccc(NC(=O)Cc2ccccc2)cc1
  -0.4	2	-4	102	3	13	0	0.0	-2	0
COc1cccc(OC)c1OCCCCCc1c(C)n[nH]c1C
  0.5	0	-3	93	-9	/	-1	-1.1	1	6
CCc1nc(NCCCN2CCOCC2)c2oc3ccccc3c2n1
  0.6	13	4	/	20	-2	-4	-0.3	11	2
Cc1ccc(NC(=O)C2CCN(C(=O)c3ccco3)CC2)cc1
  -0.3	12	-7	113	-10	1	-3	3.8	-44	-21

Following part:
The line under a structure holds: LANA DNA inh	RTF Ca sens act	RTF Ca sens inh	Pemphigus Ab inh	Arrestin-AP2 inh	Wnt bcat act	Keap1 Nrf2 FP	MOR-DOR ag	V-ATPase pH	MOR-DOR inv ag
COc1ccc(CC(=O)NCc2ccc3c(c2)cc(C)n3C)cc1OC
  0.7	5	-6	91	47	-1	0	-4.5	0	23
CC1=NOC(=O)/C1=C\c1ccc(-c2ccc(Br)cc2)o1
  2.3	4	-6	77	25	-5	-1	2.8	-1	-14
CCOc1ccc(-c2c(C)n([O-])c3c([n+]2=O)CCCCC3)cc1
  -1.2	-1	-1	118	27	-4	-6	-1.8	7	9
COc1ccc(C2=NS(=O)(=O)N(C)C(C(=O)N3CCCCC3)=C2)cc1OC
  -1.1	-3	0	85	-5	2	-1	-1.0	-1	6
CCCCN(CC)C(=O)CSc1nc2ccccc2c(=O)n1CC1COc2ccccc2O1 (centres undefined)
  -0.7	-2	2	100	-2	-2	-4	-5.3	-2	23
CC(=O)Nc1ccc(S(=O)(=O)N2CCN(C(=O)Cc3ccccc3)CC2)cc1
  -0.5	0	0	102	23	0	1	-2.3	1	12
CCc1ncc(C)nc1CC
  1.3	2	-4	107	3	-1	-5	-2.1	-1	11
C=CCSc1nc2ccccc2n1Cc1nnc(-c2cccs2)o1
  0.5	-2	-2	/	13	-2	-1	-4.3	-3	22
c1nc(NCc2ccc3c(c2)OCO3)c2cc(-c3ccoc3)ccc2n1
  2.8	-6	-7	103	8	-8	3	1.0	-4	-6
CC1CCC(C(C)C)C2=C1C(C#N)(C#N)C(C#N)(C#N)C(c1ccccc1)N2 (centres undefined)
  2.8	3	-11	107	11	-2	-5	2.0	-4	-10
O=C(c1ccco1)N1CCN(C(=O)C2CC(c3ccc(Cl)cc3)=NO2)CC1 (centres undefined)
  0.4	0	-2	87	2	/	3	-2.3	2	14

Limited to LANA DNA inh and MOR-DOR ag, for some of the entries so far:
molecule | LANA DNA inh | MOR-DOR ag
O=C(c1ccco1)N1CCN(C(=O)C2CC(c3ccc(Cl)cc3)=NO2)CC1 (centres undefined) | 0.4 | -2.3
CC(=O)Nc1ccc(S(=O)(=O)N2CCN(C(=O)Cc3ccccc3)CC2)cc1 | -0.5 | -2.3
CC1CCC(C(C)C)C2=C1C(C#N)(C#N)C(C#N)(C#N)C(c1ccccc1)N2 (centres undefined) | 2.8 | 2.0
CCCCN(CC)C(=O)CSc1nc2ccccc2c(=O)n1CC1COc2ccccc2O1 (centres undefined) | -0.7 | -5.3

Hits appear at their usual frequency; about 3.1% have a hit in one of these screens.
